RGS4 inh = inhibitors of human regulator of G protein signaling 4; Transcreener GDP fluorescence polarization, RGS4-accelerated GTP hydrolysis; P49798; Potency, µM (top dose mostly 114 µM), for inactives: at the highest dose activity change, negative = inhibition, hits mostly inhibitors; 390,000 tested, 0.039% active; also: potency is read from the fitted curve at half-maximal effect; % is scaled to controls: 0 for no effect and ±100 for the full control effect; nearly all actives have a fitted effect of over 75% in size; some results filed as inactive show a strong effect at the top dose
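MLSMR compounds (23 nl, pin-transferred) preincubated 10 min at room temperature with a 500nM (2x) first reagent, then RGS4 at 900nM (2x) plus Transcreener GDP mix added; fluorescence polarization (620/688 nm) read before and after 90 min at 30 °C.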
PI4K2A inh = PI4K2A (human) kinase inhibition; Q9BTU6; purified PI4K2A, ADP-Glo luminescence, 1 h; active compounds read low; activity change, negative = inhibition, % at 76.9 µM; 420,000 tested, 0.13% active; in the data active = activity change below about -50%; inconclusive = mostly about -30% to -49%;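 also: -100% = wells without enzyme as full effect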
Target sequence (Q9BTU6 whole entry, looked up): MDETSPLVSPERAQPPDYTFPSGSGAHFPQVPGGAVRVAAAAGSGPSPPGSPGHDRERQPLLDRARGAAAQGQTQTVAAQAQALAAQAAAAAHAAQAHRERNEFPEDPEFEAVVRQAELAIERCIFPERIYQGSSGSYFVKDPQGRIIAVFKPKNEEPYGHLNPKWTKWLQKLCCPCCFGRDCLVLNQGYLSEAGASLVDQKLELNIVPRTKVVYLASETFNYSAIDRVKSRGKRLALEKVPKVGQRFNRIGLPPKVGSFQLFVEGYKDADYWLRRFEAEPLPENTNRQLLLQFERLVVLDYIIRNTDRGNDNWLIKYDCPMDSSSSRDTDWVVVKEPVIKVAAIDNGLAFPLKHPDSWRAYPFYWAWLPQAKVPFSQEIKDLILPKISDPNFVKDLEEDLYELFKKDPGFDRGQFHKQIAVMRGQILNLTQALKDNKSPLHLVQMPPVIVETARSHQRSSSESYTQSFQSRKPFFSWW
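In this quantitative HTS, ADP production by PI4K2A was quantified luminescently after 1 h at ambient temperature; 100 microM adenosine served as plate-quality control.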
G9a inh = blocks human histone lysine methyltransferase G9a. G9a H3K9 monomethylation, AlphaScreen, 2 h. Potency, µM (top dose mostly 102 µM), inactives show top-dose activity, negative = inhibition, hits mostly inhibitors. 350,000 tested, 8.8% active; also: potency is read from the fitted curve at half-maximal effect; % is scaled to controls: 0 for no effect and ±100 for the full control effect; nearly all actives have a fitted effect of over 75% in size
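Step 1: enzyme (final 20 nM) with compound, 15 min RT. Step 2: substrate peptide 500 nM and SAM 20 uM, 2 h RT. Step 3: anti-H3K9me1 antibody and AlphaScreen beads, 10 min, then plate read.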
BAZ2B block = inhibitors of human BAZ2B bromodomain. Q9UIF8. Potency, µM (titrated, usually from 114 µM), for inactives: at the top dose activity change, negative = inhibition, hits mostly inhibitors. 360,000 tested, 4.4% active. AlphaScreen BAZ2B-H3K14Ac peptide displacement; also: potency is read from the fitted curve at half-maximal effect; % is scaled to controls: 0 for no effect and ±100 for the full control effect; nearly all actives have a fitted effect of over 60% in size
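BAZ2B 50 nM plus b-H3(5-23)K14Ac 50 nM, PBS pH 7.4/0.01% Tween-20, 30 min RT; compound added (max 110 uM), 30 min RT; streptavidin donor/Ni-chelate acceptor beads 10 ug/mL final, 20 min dark; AlphaScreen read.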
ERG-DNA inh = ERG Ets/DNA interaction inhibition. P11308. Potency, µM (doses to about 76.9 µM), without a hit: at the top dose FP activity, negative = inhibition, most hits filed as inhibitors. 370,000 tested, 0.028% active. AID 624246. fluorescence polarization, His-ERG Ets domain / labelled DNA; active = well fitted inhibition curve with a large enough effect in the polarisation, with a control signal flat; inconclusive = small, poorly fitted or top-dose-only effect, or effect the other way, or a change in a side signal; inactive = no such curve, though single readings can be large or run the other way; the % refers to the polarisation;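 also: polarization taken with two DNA probes labelled with fluorescein and Texas red; potency is read from the fitted curve at half-maximal effect; % of control where 0% means no effect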
Target sequence (P11308 whole entry, looked up, the tested form may be a part): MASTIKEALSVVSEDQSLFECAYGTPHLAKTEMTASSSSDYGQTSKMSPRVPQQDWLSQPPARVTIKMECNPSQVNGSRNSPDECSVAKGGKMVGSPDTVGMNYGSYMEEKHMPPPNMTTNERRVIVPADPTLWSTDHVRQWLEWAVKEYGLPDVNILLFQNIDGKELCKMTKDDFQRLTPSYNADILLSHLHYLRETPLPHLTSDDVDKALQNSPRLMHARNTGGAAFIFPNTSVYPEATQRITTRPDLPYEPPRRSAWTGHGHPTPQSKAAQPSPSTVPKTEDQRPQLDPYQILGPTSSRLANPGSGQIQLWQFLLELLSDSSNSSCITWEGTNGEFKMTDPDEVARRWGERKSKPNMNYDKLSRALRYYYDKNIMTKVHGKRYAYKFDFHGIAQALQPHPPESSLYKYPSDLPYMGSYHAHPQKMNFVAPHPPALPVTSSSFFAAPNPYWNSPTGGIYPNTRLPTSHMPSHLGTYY
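His-tagged ERG Ets domain (1 uM in the protein solution; 300mM KCl, 50mM Tris-HCl, 1mM EDTA, 1mM DTT, pH 7.5) received compound, then a probe mix of 5 nM fluorescein-DNA and 100nM Texas-615-DNA. Fluorescence polarization was read for both dyes.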
HP1b binding inh = HP1-beta chromodomain-methylated histone interaction inhibition | P83916 | AlphaScreen HP1-beta / biotin-H3K9me3 peptide binding | Potency, µM (titrated, usually from 114 µM), inactives show top-dose activity change, negative = inhibition, usual class: inhibitors | 390,000 tested, 0.56% active; also: potency is read from the fitted curve at half-maximal effect; nearly all actives have a fitted effect of over 70% in size; inactives centre near 23
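HP1-beta protein (50 nM final) preincubated 30 min at room temperature with biotinylated H3(1-18)K9me3 peptide (50 nM) in PBS pH 7.4, 0.01% Tween-20, then compound added for 30 min. AlphaScreen streptavidin donor/nickel chelate acceptor beads (10 ug/mL final), 30 min dark, luminescence read.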
ALOX12 inh = inhibitors of human 12S-lipoxygenase ALOX12. P18054. purified 12hLO, xylenol orange hydroperoxide absorbance. Potency, µM (titrated, usually from 108 µM), for inactives: at the top dose activity change, negative = inhibition, hits mostly inhibitors. 580,000 tested, 1.1% active; also: potency is read from the fitted curve at half-maximal effect; % is scaled to controls: 0 for no effect and ±100 for the full control effect
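Purified human 12hLO at 150 nM in 25 mM Hepes, 0.01% Triton X-100, pH 7.0, preincubated 15 min at room temperature with compound. Reaction started with 40 uM arachidonic acid, 30 min at room temperature. Hydroperoxide measured by Fe-xylenol orange, 573/405 nm absorbance ratio.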
JMJD2A Tudor inh = inhibitors of human JMJD2A Tudor domain; O75164; AlphaScreen JMJD2A-Tudor / H3K4me3 peptide binding; Potency, µM (top dose mostly 114 µM), for inactives: top-dose activity change, negative = inhibition, hits mostly inhibitors; 390,000 tested, 4.4% active; also: potency is read from the fitted curve at half-maximal effect; % is scaled to controls: 0 for no effect and ±100 for the full control effect; nearly all actives have a fitted effect of over 50% in size
GLS inhibitor = blocks human kidney-isoform glutaminase activity; O94925; 410,000 tested, 0.21% active; Potency, µM (doses to about 45.5 µM), inactives show at the highest dose activity change, negative = inhibition, hits mostly inhibitors; AID 624170; GLS enzymatic activity, qHTS titration; also: potency is read from the fitted curve at half-maximal effect; % is scaled to controls: 0 for no effect and ±100 for the full control effect
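Glutamate formation by hKGA was monitored fluorometrically using coupled glutamate oxidase, HRP and Amplex Red. Substrate was added as 1 mM L-glutamine solution; incubation was 30 min at RT after an initial read.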
* hit, by the source's call; ? = inconclusive; / = not tested or not shown; [ ] = another dose, or the depositor's remark. Unless noted, calls follow the shape of the dose curve; as a rule, active = well fitted curve in the direction sought with a large enough effect; inconclusive = small, poorly fitted or top-dose-only effect, or another doubt; inactive = no such curve, though single readings can be large; an effect the other way counts as inactive or inconclusive. An excerpt, so the mix of outcomes need not match the whole.

nr	SMILES	RGS4 inh	PI4K2A inh	G9a inh	BAZ2B block	ERG-DNA inh	HP1b binding inh	ALOX12 inh	JMJD2A Tudor inh	GLS inhibitor
1	COc1cccc(CNC(=O)c2ccc3c(c2)nc2n3CCC(C)C2)c1 (stereo not drawn)	-4.2%	1.5	1.2%[59 µM]	9.4%	6.6%	29.0%[57 µM]	-14.5%	-7.5%	-3.3%
2	Cc1c(NC(=O)CN2C(=O)NC(C)(c3ccccc3)C2=O)c(=O)n(-c2ccccc2)n1C (stereo not drawn)	-0.3%	-2.5	13.1%	-20.3%	-2.1%	19.3%	-2.3%	-2.9%	-3.2%
3	Cc1csc(NC(=O)C2CCN(S(=O)(=O)c3ccc4c(c3)oc(=O)n4C)CC2)n1	-31.2%	1.7	16.6%	9.1%	-0.9%	72.8%[activator]	-24.7%	-5.7%	0.5%
4	Cc1cccc[n+]1CC(=O)Nc1ccccc1	-8.5%	4.2	6.0%	-3.2%	-3.4%	8.9%	4.4%	-16.8%	4.5%
5	CCOCCc1nn2c(=O)cc(CSCC(=O)Nc3cccc(C)c3C)nc2s1	-1.6%	-5.7	8.5%	-17.0%	5.0%	35.5%	9.7%	5.4%	7.9%
6	c1ccc(C2=Nn3c(Cn4nnc5ccccc54)nnc3SC2)cc1	-22.3%	1.9	?	-5.3%	-3.4%	27.4%	8.6%	-6.6%	1.5%
7	O=c1oc2c(CN3CCOCC3)c(O)ccc2cc1-c1ccc(Cl)cc1	-2.3%	-6.1	30.9%[59 µM]	111.8%[activator]	-3.0%	184.1%[activator]	-11.1%	26.3%	1.9%
8	Cc1cccc(-n2ccnc2SCC(=O)Nc2cc(C)on2)c1	-7.2%[11.4 µM]	-6.7	18.3%[12.7 µM]	-10.8%	-3.7%	-15.8%	104.9%[activator]	-35.6%[11.4 µM]	33.2%[activator]
9	CN(Cc1ccnc2ccccc12)C(=O)C1CCC(=O)N(Cc2ccccc2F)C1 (stereo not drawn)	2.0%	4.4	-11.0%	-12.4%	6.6%	17.2%	?	2.8%	5.0%
10	CC(C)CCN1C(=O)c2ccc(C(=O)Nc3c[nH]c(=O)[nH]c3=O)cc2C1=O	27.5%	0.3	-5.8%	0.8%	-10.8%	18.6%	0.0%	-10.3%	-2.4%
11	O=C(c1ccco1)N1CCN(S(=O)(=O)c2ccc(C3CCCCC3)cc2)CC1	-29.0%	2.4	1.7%[12.7 µM]	8.2%	-7.2%	17.4%	-20.6%	-12.9%	5.4%
12	CCCSCCCNC(=O)c1ccc2c(c1)nc1n2CCCCC1	16.5%	2.5	11.1%[59 µM]	1.7%	-7.1%	24.9%[57 µM]	-3.6%	-0.3%	7.4%
13	Cc1ccc(S(=O)(=O)N2CCN(C(=O)COC(=O)/C=C/c3ccc(F)cc3)CC2)c(C)c1	-15.2%	1.1	1.2%	5.3%	4.9%	-8.5%	-3.8%	-16.0%	-1.5%
14	COc1ccc(NS(=O)(=O)c2cc(NC(=O)c3ccc(C)o3)ccc2N2CCCCC2)cc1	9.2%	1.0	-20.1%[59 µM]	-25.3%	-6.1%	3.3%	-8.6%	-19.9%	20.2%
15	O=C(Nc1ccc(S(=O)(=O)Nc2nccs2)cc1)c1cc(-c2ccccn2)nc2ccccc12	-10.2%	-1.0	-19.1%[59 µM]	?	-1.2%	?	5.0%	?	22.3%
16	O=S(=O)(N[C@H](CO)c1ccccc1)c1ccc(Br)cc1F	-3.1%	1.5	/	/	-0.6%	54.2%[activator]	-16.4%	0.7%	-7.8%
17	O=C(O)CCCN1C(=O)/C(=C/c2cn(-c3ccccc3)nc2-c2cccs2)SC1=S	-52.8%	-9.1	?	44.7µM*	16.4%	?	?	14.1µM*	?
18	COc1ccc(CCNC(=O)CN(c2ccccc2)S(=O)(=O)N(C)C)cc1	-21.3%	-0.3	7.1%[59 µM]	0.5%	1.0%	50.4%[activator]	0.0%	-8.2%	-3.9%
19	CC(C)Cn1c(-c2ccc(S(=O)(=O)N3CCCC3)cc2)csc1=Nc1ccccc1	14.5%	0.1	8.91µM*	?	2.1%	-16.4%	?	?	-12.5%
20	CC(NC(=O)c1ccco1)C(=O)N1CCN(S(=O)(=O)c2ccccc2C#N)CC1 (stereo not drawn)	0.9%	-3.5	10.9%[59 µM]	6.9%	4.9%	34.5%	50.7%[activator]	4.7%	0.3%
21	COc1ccc(-c2csc(NC(C)c3nc4cc(C(=O)NCCCO)ccc4n3Cc3ccc(C)cc3)n2)cc1 (stereo not drawn)	-42.9%	-3.9	/	/	3.8%	-17.4%	-24.7%	-31.0%	0.7%
22	Cc1cc(NC(=O)CSc2ccc(-c3ccc(F)cc3)nn2)no1	-10.8%	2.9	-8.5%	-9.0%	-7.5%	37.1%[activator]	7.5%	-6.9%	3.5%
23	Cc1ccc(N2N=C(C(=O)O)CCC2=O)cc1Cl	-8.1%	-2.7	1.5%[2.33 µM]	0.3%	15.6%	34.5%	0.0%	-7.2%	7.4%
24	CC(=O)NC(Cc1ccccc1F)C(=O)NC1CCN(C(=O)c2cnccn2)CC1 (stereo not drawn)	21.8%	-2.4	-11.6%	9.8%	-1.5%	5.3%	0.6%	-18.3%	-1.2%
25	CCN(CC(=O)Nc1cc(Cl)ccc1C)C(=O)c1nc2nc(C)cc(C)n2n1	-22.4%	-5.4	?	9.1%	4.8%	63.5%[activator]	0.7%	-11.4%	-4.4%
26	COc1ccccc1N(CC(O)COc1ccccc1)S(=O)(=O)c1ccccc1 (stereo not drawn)	-26.2%	0.6	?	0.1%	-6.6%	15.2%	4.8%	-15.4%	9.1%
27	COc1cccc(CN(C)C(=O)c2cc(COc3c(F)cccc3F)on2)c1	-9.6%	1.0	135.2%[activator]	47.4%[activator]	2.4%	59.5%[activator]	-6.9%	11.7%	-6.0%
28	O=C(CCN=C1NS(=O)(=O)c2ccccc21)OCC(=O)c1ccc(F)c(F)c1	4.9%	6.6	?	8.8%	-4.8%	13.8%	-4.7%	3.0%	8.5%
29	O=C(Nc1ccccc1Br)c1cc(=O)c2ccccc2o1	1.4%	-1.9	?	6.5%	-2.4%	21.0%	-15.7%	8.2%	-0.7%
30	C1CCC(CNc2c3c(nc4nnnn24)CCCC3)CC1	-8.6%[11.4 µM]	-7.4	-12.3%[59 µM]	/	4.3%	-7.9%	0.0%	-6.1%[11.4 µM]	-14.3%
31	COc1cc(-c2c(C#N)c(N)nc3c2CCCC3)cc(OC)c1OC	-26.3%	18.2	24.5%[59 µM]	-5.4%	2.3%	30.0%[activator]	-15.6%	24.6%	2.3%
32	CCCN(Cc1cc2cc(C)ccc2[nH]c1=O)C(=O)c1cccc(Cl)c1	-13.8%	1.3	-29.4%[59 µM]	-2.5%	-4.5%	51.6%[activator]	?	1.4%	-2.5%
33	CN(C)c1oc(-c2ccco2)nc1S(=O)(=O)c1ccc(Br)cc1	-31.5%	2.6	0.7%[12.7 µM]	?	-9.4%	-24.5%	178.1%[activator]	?	0.4%
34	CCOC(=O)c1c(C)[nH]c(C)c1S(=O)(=O)N1CCN(c2ccccc2OC)CC1	2.8%	-4.5	-8.8%[59 µM]	-4.8%[57.1 µM]	2.6%	7.4%	-20.0%	-31.7%	-7.4%
35	O=C(NCc1ccc(OC(F)(F)F)cc1)C1CC(c2c(Cl)cccc2Cl)=NO1 (stereo not drawn)	-0.8%	-0.4	-2.4%[59 µM]	-1.3%	-5.6%	38.1%[activator]	1.6%	-14.3%	1.4%
36	Cc1ccccc1C(c1ccccc1Cl)N(C)C (stereo not drawn)	8.1%	2.0	/	/	-1.1%	35.3%[activator]	2.0%	-15.3%	-0.7%
37	COc1ccc(CCNC(=O)CSc2nnc(CNC(=O)c3ccco3)o2)cc1OC	-3.3%	2.4	-6.3%	-0.2%	-5.3%	28.7%	0.0%	2.6%	5.8%
38	CN(Cc1ccccc1)C(=O)c1ccc(NC(=O)Cc2ccc(NC(=O)C3CCCN(C(=O)C4CC4)C3)cc2)cc1 (stereo not drawn)	5.2%	2.3	/	/	4.8%	55.7%[activator]	-4.5%	-3.4%	-6.5%
39	COc1cc(C(=O)N2CCN(C(=O)c3cc(-c4ccc(Br)cc4)n[nH]3)CC2)cc(OC)c1OC	-16.8%	1.4	23.1%	?	-5.4%	9.2%[57 µM]	-22.9%	-16.1%	2.2%

Screening results: PubChem BioAssay, National Center for Advancing Translational Sciences (NCATS)
